mHTT-CaM PPI inh: mHTT-calmodulin interaction abrogation; AID 1671202; inhibition, % at 15 µM; 190,000 compounds, 3.6% hits; AlphaScreen His-mHTT/GST-CaM binding, luminescence; P42858;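 also: 0% = both proteins with DMSO and 100% = one protein alone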
Pf apPOL inh: Pf-apPOL DNA polymerase inhibition. Recombinant Pf-apPOL, molecular beacon fluorescence, 1.5 h. inhibition, % at 10 µM. 210,000 compounds, 0.25% hits. AID 1794808
* marks the source's active call; other numbers are inactive results; · = not tested or not shown; & = joins results of further samples. Rule as the data show it: active = inhibition above about 50%; inactive = the rest.

structure	mHTT-CaM PPI inh	Pf apPOL inh
CCOC(=O)C(CCCN=C(N)N)NC(=O)c1ccccc1 (stereo not drawn)	·	-5
O=C(Nc1cccc(Cl)c1)c1ccc(Br)o1	-5	-13
COc1ccc(CNC(=O)C2CCCN(c3nnc4ccccn34)C2)cc1OC (stereo not drawn)	8	-6
COCCN(Cc1ccsc1)C(=O)c1nc2ccccc2s1	-29	-9
COc1ccc(CC(=O)Nc2nnc(SCc3ccccc3F)s2)cc1OC	-10	-1
CCn1nccc1C(=O)N1CCC(CCOC)CC1	-6	-3
COC(=O)C[C@H]1c2cc(C(F)(F)F)ccc2S(=O)(=O)N1C(C)C	-9	-6
CN(C)CCNC(=O)c1ccc(S(=O)(=O)N2CCCC2)cc1	-5	55*
O=C(CN1CCN(S(=O)(=O)c2ccc(Cl)s2)CC1)N1CCOCC1	·	3
CC(=O)c1cccc(NC(=O)c2ccc(I)cc2)c1	2	-7
COc1ccc(Nc2nc(N)nc(CN3CCOCC3)n2)cc1	3	-4
COc1ccccc1C(=O)Nc1c2c(nn1-c1cccc(Cl)c1)CS(=O)(=O)C2	-2	-5

(further entries)
structure	mHTT-CaM PPI inh	Pf apPOL inh
COc1ccc(-c2noc(C3CCCN3C(=O)Nc3ccccc3F)n2)cc1 (stereo not drawn)	-5	-3
CCCC(=O)OC[C@H]1CN(C2CCCC2)S(=O)(=O)c2c(F)cccc2O1	-28	-4
Cc1cc(C(=O)N2CCN(c3ccc(C(F)(F)F)cn3)CC2)c(C)o1	·	-67&-112
COc1ccc(C2CC(C(F)(F)F)n3ncc(C(=O)Nc4ccc(C)cc4C)c3N2)cc1OC (stereo not drawn)	30	-4
Cn1c(=O)c(N2CCN(C(=O)c3cc(Cl)ccc3F)CC2)nc2ccncc21	5	0
COc1cccc(C(=O)NC2CC(O)C(CO)C2)c1OC (stereo not drawn)	-11	-4
CC(C)C1Oc2ccccc2C(=O)N(CC(=O)c2ccc(F)cc2)C1=O (stereo not drawn)	-14	-5
CC(C)CCNC(=O)C1C2C(=O)N(Cc3ccccc3)CC23C=CC1(C)O3 (stereo not drawn)	1	-3
COc1ccc(NC(=O)C2CC(c3ccc(OC)c(OC)c3)=NO2)cc1 (stereo not drawn)	31	-7
Cc1ccc(-c2nnc(-c3cccc([N+](=O)[O-])c3)o2)cc1	-6	0
O=C1Nc2ccc(Cl)cc2C1=Nc1ccc(Cl)cc1	8	-9
COc1ccc(CC(=O)c2ccc(O)cc2O)cc1	-7	-10

Further structures follow.
structure	mHTT-CaM PPI inh	Pf apPOL inh
CNc1nc(-c2cccs2)cc(C(F)(F)F)n1	-34	-3
Cc1ccc(C(=O)N2CCc3c(c(-c4nc(-c5cccc(F)c5)no4)nn3C)C2)cc1F	-14	-1
CN(C)Cc1c(O)ccc(C(=O)Cc2ccccc2)c1O	9	-16
COc1ccccc1-c1n[nH]c(C2CC2)c1NC(=O)C(C)C	0	-1
Cn1cc(C(=O)N2CCN(Cc3ccc4c(c3)OCO4)CC2)c2c3ccccc3n(C)c2c1=O	42	2
Cc1cc(C)c2c(N)c(C(=O)c3ccc(F)cc3)oc2n1	-2	0
CCOc1ccc(OCC)c(NC(=O)C2CCC(CNS(=O)(=O)c3cccs3)CC2)c1 (stereo not drawn)	4	-6
CC(=O)NC(=O)CSc1nc2ccc([N+](=O)[O-])cc2[nH]1	3	-2
CN(C)CC(O)Cn1c2ccc(Br)cc2c2cc(Br)ccc21 (stereo not drawn)	·	5
CCN1C(=O)C(C)(C(=O)Nc2ccc(OC)c(F)c2)Oc2cccnc21 (stereo not drawn)	8	0
CCOC(=O)c1cccc(NC(=O)N2CC(CC)Oc3ccc(Cl)cc32)c1 (stereo not drawn)	-29	-1
CCC(CC)C(=O)Nc1ccc(Cl)cc1Cl	-5	-2

Some of the entries so far, with each value named.
> CC(=O)NC(=O)CSc1nc2ccc([N+](=O)[O-])cc2[nH]1
  mHTT-CaM PPI inh = 3 | Pf apPOL inh = -2
> CN(C)CC(O)Cn1c2ccc(Br)cc2c2cc(Br)ccc21 (stereo not drawn)
  mHTT-CaM PPI inh = · | Pf apPOL inh = 5

The listing continues:
structure	mHTT-CaM PPI inh	Pf apPOL inh
Cc1ccc(C2CC(C(F)(F)F)n3nccc3N2)s1 (stereo not drawn)	-11	·
O=C(Nc1ccc(F)cc1F)C(c1ccccc1)c1ccccc1	-12	-3
O=C1CSC(c2ccccc2)N1c1ccc(F)cc1 (stereo not drawn)	2	3
NC(=O)C1CCN(C(=O)Cc2ccc([N+](=O)[O-])cc2)CC1	-4	4
CC(C)Cn1cc(C(=O)O)c2c([nH]c3ccccc32)c1=O	-4	-3
CCOc1c(Cl)cc(C(=O)Nc2ccc(O)cc2)cc1Cl	2	-2
Cc1c(C(=O)Nc2ccc(Cl)cn2)oc2ccccc12	-1	-6
Cc1nc2c(C(=O)NC3CCCCC3C)cnn2c(C)c1Cc1cccc(Cl)c1 (stereo not drawn)	71*	-10
Cc1ccc(CNC(=O)CC2Sc3ncccc3N(C)C2=O)o1 (stereo not drawn)	-1	-3
CCOc1ccc(CNC(=O)C2(c3ccc(NC(C)=O)cc3)CCCCC2)cc1	-10	-5
COc1ccc(CNCc2ccc(OC)cc2)cc1	-4	-2
CCOC(=O)N1CCC(NC(=O)CC2CCN(c3ccnc(OC)n3)CC2)CC1	0	-5

As a short view, part of the list above.
structure	mHTT-CaM PPI inh	Pf apPOL inh
Cc1nc2c(C(=O)NC3CCCCC3C)cnn2c(C)c1Cc1cccc(Cl)c1 (stereo not drawn)	71*	-10
Cc1ccc(CNC(=O)CC2Sc3ncccc3N(C)C2=O)o1 (stereo not drawn)	-1	-3
CCOc1ccc(CNC(=O)C2(c3ccc(NC(C)=O)cc3)CCCCC2)cc1	-10	-5
COc1ccc(CNCc2ccc(OC)cc2)cc1	-4	-2
CCOC(=O)N1CCC(NC(=O)CC2CCN(c3ccnc(OC)n3)CC2)CC1	0	-5

Carrying on.
structure	mHTT-CaM PPI inh	Pf apPOL inh
O=C1C2C3C=CC(O3)C2C(=O)N1c1cc(C(F)(F)F)ccc1Cl (stereo not drawn)	-4	-3
Cc1nn(-c2ccc(C(=O)NCc3ccccc3)cc2)c2c1C(=O)CCC2	10	4
COc1ccc(-c2noc(C3CCCN3C(=O)c3ccc(C)s3)n2)cc1 (stereo not drawn)	-5	-4
Cc1cc(O)c(C=Nc2ccccc2)c(=O)o1	2	-6
N#C/C(=C(/O)c1ccc(F)cc1)c1nc2ccccc2s1	-4	2
O=[N+]([O-])c1ccccc1S(=O)(=O)Nc1ccc(F)c(Cl)c1	1&3	0&-10
O=C(O)c1cc2nc(-c3ccccc3)cc(C(F)(F)F)n2n1	9	-5
O=C(Nc1cccc(F)c1)c1cc(S(=O)(=O)N2CCc3ccccc3C2)ccc1F	-5	-5
O=C(NCCCN1CCCCC1)c1csc(-c2ccncc2)n1	-15	1
CC(NC(=O)C1CCN(c2cnn(Cc3ccccc3)c(=O)c2)CC1)c1ccccc1 (stereo not drawn)	2	-6
C=CCn1c(COc2ccccc2)n[nH]c1=S	-3	·
COc1ccc(/C=C2\SC(=O)N(CC(=O)Nc3ccc(F)c(Cl)c3)C2=O)cc1OC	46	3

(listing goes on)
structure	mHTT-CaM PPI inh	Pf apPOL inh
COc1cc(S(=O)(=O)Nc2ccccn2)ccc1Cl	2	-3
Cc1cc(Br)ccc1S(=O)(=O)n1ccnc1C	-7&-2	1&-3
CC(NC(=O)Cn1nc(-c2ccc(Cl)cc2)c2ccccc2c1=O)c1ccccc1 (stereo not drawn)	11	16
COc1ccc(C(=O)N2CCCC(COc3ccc(C(=O)NC(C)C)cc3)C2)c(C)c1 (stereo not drawn)	9	-5
Cc1c(-c2noc(-c3ccccc3)n2)nnn1-c1ccc(F)cc1	-14	1
Cn1ncc(N2CCCC(C(=O)Nc3ccc4c(c3)CCC4)C2)cc1=O (stereo not drawn)	8	0
CN(C)CCCNC(=O)c1cccnc1N1CCNC(c2ccccc2)C1 (stereo not drawn)	1	2
Cn1c(CC(O)C(Cl)(Cl)Cl)nc2ccccc21 (stereo not drawn)	3&2	-3&-2
CCCCOc1ccc(NC(=O)NCCN2CCN(S(C)(=O)=O)CC2)cc1	0	-6
O=C(NCCc1ccccc1)c1ccc(Cn2nnc3ccccc3c2=O)cc1	15	-7
O=C(NC1CCCCCC1)C1CCCN(C(=O)c2cccc(Cl)c2)C1 (stereo not drawn)	29	-2
O=C1CCCC2=C1C(c1ccc([N+](=O)[O-])cc1)Nc1ccccc1N2 (stereo not drawn)	16	-5

(more compounds)
structure	mHTT-CaM PPI inh	Pf apPOL inh
COc1ccc(-c2[nH]ncc2CN2CCCC2c2cc(C(C)C)no2)cc1 (stereo not drawn)	16	1
Cc1cc(C)nc(Nc2ncc(O)n2-c2ccc(C)c(C)c2)n1	5	1
O=C(c1cc2nc(-c3ccc([N+](=O)[O-])cc3)cc(C(F)(F)F)n2n1)N1CCCCCC1	9	-1
COc1ccc(-n2c3c(cc(C(=O)Nc4ccc5c(c4)C(=O)NC5=O)c2=O)C(=O)CCC3)cc1	-9	-2
CCC(=O)N(CCC1(CCC(C)C)CCOC(C)(C)C1)Cc1ccco1 (stereo not drawn)	39	-6
COc1cc(NS(=O)(=O)c2ccc(NC(=O)c3ccc(OC)c(OC)c3)cc2)nc(OC)n1	6	1
CCOc1ccc2oc(=O)c(-c3ccc(OC)c(OC)c3)c(C)c2c1	1	-3
CCn1c(-c2cc(NC(=O)c3ccoc3)n[nH]2)cc2ccccc21	32	-1
CCc1c(C)sc(NC(=O)c2sc3ccccc3c2Cl)c1C#N	-8	2
CCc1nc(-c2cccnc2N2CCCC(C(=O)NCC3CCCCC3)C2)no1 (stereo not drawn)	4	-4
Cc1ccccc1CNC(=O)c1ccc(N(C)S(=O)(=O)c2ccccc2)cc1	2	-7
CC(=O)c1cc(OCC(F)(F)F)ccc1OCC(F)(F)F	·	3

The results go on:
structure	mHTT-CaM PPI inh	Pf apPOL inh
O=C(Nc1ccc(S(=O)(=O)N2CCOCC2)cc1)C(c1ccccc1)c1ccccc1	9	-11
O=C(CSC1=NS(=O)(=O)c2cc(F)ccc2N1)NCc1ccco1	-15	25
CCN1C(=O)c2cccc3c(NC(=O)c4ccno4)ccc1c23	10	7
CCOC(=O)C=C(C)Nc1ccc(OC)cc1	·	-6&-8
CCn1nccc1C(=O)N1CCC(Nc2ncnc3c2CCC3)C1 (stereo not drawn)	-10	-5
CCNC(=O)N1CCCC(c2cccc(C(=O)N3CCCCCC3)c2)C1 (stereo not drawn)	2	-2
CC1CCN(Cc2csc(N3CCN(C(=O)Cc4ccccc4F)CC3)n2)CC1	5	-8
O=C(NCc1cccs1)C1CCN(S(=O)(=O)N2CCCC2)CC1	-9	-9
CC1(C)CC(C(CC#N)c2ccc(F)cc2)CCO1 (stereo not drawn)	-2	-2
C=CCNC(=O)C(=O)Nc1c(C)cccc1C	4	-4
CC1CCC2(CC1)OCC(C(=O)NCC1CC1)N2C(=O)c1ccc(F)cc1 (stereo not drawn)	-9	-1
Cc1cccc(S(=O)(=O)N2CCc3c(c(-c4nc(C)no4)nn3C)C2)c1	41	-2

Going on with the list.
structure	mHTT-CaM PPI inh	Pf apPOL inh
O=C(Nc1ccccc1)c1c(Cl)cc(Cl)nc1Cl	1	-5
CCOC(Cn1c(C(C)O)nc2ccccc21)OCC (stereo not drawn)	-5	11
Cc1ccccc1-n1cnc2cc(NC(=O)c3ccccc3)ccc21	12	3
Cc1nnsc1C(=O)N=S(C)(=O)c1ccccc1 (stereo not drawn)	·	0&-7
CCCN(C)C(=O)c1ccc2c(c1)Sc1ncccc1C(=O)N2C(C)C	2	1
CCOc1ccc(/C=C2/N=C(c3cccs3)OC2=O)cc1	5	3
CN1CC(C(=O)N(C)Cc2ccccc2)C2(CCOCC2)C1 (stereo not drawn)	-2	2
CC(C)(C)c1nn2cnnc2[nH]c1=O	-5	·
Cc1ccc(C(=O)Nc2cc(Cl)ccc2C)cc1	-12	0
O=C(Cn1cnc(-c2cccs2)cc1=O)Nc1ccc(-c2ccc(=O)[nH]n2)cc1	20	-6
COc1ccccc1/C=C1\N=C(c2ccc(OC)c(OC)c2)N(c2ccc(OC)c(OC)c2)C1=O	-19	-2
CNc1oc(-c2ccc(Cl)cc2)nc1S(=O)(=O)c1ccc(C)cc1	5	3

Continued.
structure	mHTT-CaM PPI inh	Pf apPOL inh
O=C(Nc1ccccc1)Nc1ccc(C2SCCS2)cc1	·	-3
COc1cccc(CNC(=O)N2CCCC2c2ccc(C)cc2)c1 (stereo not drawn)	-1	-4
COc1cc(/C=C2N=C(/C=C/c3ccccc3)OC\2=O)cc(OC)c1OC	3	-5
Cc1ccc(N2CCC(NC(=O)Nc3cccc(Cl)c3C)C2=O)cc1 (stereo not drawn)	4	0
N#Cc1ccc(NC(=O)C2CC(c3ccccc3F)=NO2)cc1 (stereo not drawn)	-10	-3
CC(C)CNC(=O)CN(c1cc(C(F)(F)F)ccc1Cl)S(=O)(=O)c1ccccc1	0	-6
CN(C)C=Cc1ccnc(-c2cc(C=CN(C)C)ccn2)c1	·	66*
O=c1nc(-c2ccccc2)c2ccccc2[nH]1	-8	-10&-2&-2
COc1cccc(CNC(=O)N2CCC3(CC2)Nc2ccccc2-n2cccc23)c1	61*	-5
Cc1noc(COC2CCN(S(=O)(=O)c3cccc(F)c3)CC2)n1	-5	-3
CC1C(=O)N(c2cccc3ccccc23)CCN1C(=O)c1cccc(F)c1 (stereo not drawn)	5	2
O=C(Cc1ccccc1)Nc1ccc(Nc2ccccc2)cc1	62*	-4
O=C(c1cc2c(=O)n(Cc3ccccc3)ccc2s1)N1CCOCC1	1	-7
COc1ccc(NC(=O)C2CCN(c3cnn(Cc4ccccc4)c(=O)c3)CC2)c(C)c1	1	-4

Three entries out of the list, sorted by molecular weight, smallest number first:
structure	mHTT-CaM PPI inh	Pf apPOL inh
O=c1nc(-c2ccccc2)c2ccccc2[nH]1	-8	-10&-2&-2
O=C(Cc1ccccc1)Nc1ccc(Nc2ccccc2)cc1	62*	-4
O=C(Nc1ccccc1)Nc1ccc(C2SCCS2)cc1	·	-3

Screening results as filed in PubChem.
